High-throughput results from PubChem.
S100A4 MyoIIA = blocks human S100A4 binding to myosin IIA peptide. S100A4/TAMRA-MyoIIA peptide fluorescence polarization. inhibition, % at 10.7 µM. AID 652163. actives 0.14% (n = 360,000);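 active = mean inhibition of at least 70% across replicates, with every replicate also reaching that level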
Target sequence (P26447 whole entry, looked up): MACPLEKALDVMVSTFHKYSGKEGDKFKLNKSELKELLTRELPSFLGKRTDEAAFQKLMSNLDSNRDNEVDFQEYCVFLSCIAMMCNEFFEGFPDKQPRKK
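Material: S100A4 monomer protein | Medium: HEPES pH 7.2 with CaCl2, KCl, NaCl, DTT, Triton | Reagent: Labelled myosin peptide probe, 5 nM | Doses: One dose per compound | Times: 5 min incubation before reading | Benchmarks: Neutral control DMSO, positive control TFP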
ERAP1 HTS inh = ERAP1 (human) enzyme inhibition | recombinant ERAP1, Leu-AMC fluorescence, 60 min | inhibition, % at 10.7 µM | actives 0.15% (n = 340,000) | AID 652197;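 active = mean replicate inhibition of at least 30%, or all replicates individually reaching that 30% level; inactive = mean below 30% and not every replicate reaching it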;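 also: 0% = neutral control wells and 100% = L-leucinethiol positive control wells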
Target sequence (Q9NZ08 whole entry, looked up): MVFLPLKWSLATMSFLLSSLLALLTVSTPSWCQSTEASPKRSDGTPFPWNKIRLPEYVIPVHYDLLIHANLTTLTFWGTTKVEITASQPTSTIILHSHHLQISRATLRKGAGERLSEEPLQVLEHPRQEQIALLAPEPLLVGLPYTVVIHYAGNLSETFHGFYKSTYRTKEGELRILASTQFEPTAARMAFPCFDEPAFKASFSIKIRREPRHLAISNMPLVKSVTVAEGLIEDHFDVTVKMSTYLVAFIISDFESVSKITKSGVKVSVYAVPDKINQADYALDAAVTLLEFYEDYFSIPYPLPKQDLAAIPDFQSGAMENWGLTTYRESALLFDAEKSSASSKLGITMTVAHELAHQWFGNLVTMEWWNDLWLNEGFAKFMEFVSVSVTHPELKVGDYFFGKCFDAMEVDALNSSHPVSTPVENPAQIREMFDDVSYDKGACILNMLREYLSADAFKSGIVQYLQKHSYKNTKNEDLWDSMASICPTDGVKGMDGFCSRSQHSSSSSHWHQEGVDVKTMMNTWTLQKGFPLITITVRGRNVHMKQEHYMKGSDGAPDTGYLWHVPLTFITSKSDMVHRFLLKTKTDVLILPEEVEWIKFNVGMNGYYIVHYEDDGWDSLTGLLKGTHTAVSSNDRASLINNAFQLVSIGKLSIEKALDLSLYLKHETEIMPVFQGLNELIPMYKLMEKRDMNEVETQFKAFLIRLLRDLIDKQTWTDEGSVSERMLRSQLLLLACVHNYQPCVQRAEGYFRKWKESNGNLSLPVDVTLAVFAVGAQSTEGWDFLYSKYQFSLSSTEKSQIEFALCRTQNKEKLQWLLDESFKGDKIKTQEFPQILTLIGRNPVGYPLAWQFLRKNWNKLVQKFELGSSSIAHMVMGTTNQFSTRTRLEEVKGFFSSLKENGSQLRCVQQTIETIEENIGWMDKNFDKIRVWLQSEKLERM
EWS-Fli inh = blocks EWS/Fli oncoprotein-driven transcription; A673 NR0B1-luciferase reporter, viability-normalised; AID 651661; actives 0.67% (n = 350,000); inhibition, % at 12.6 µM;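 active = mean inhibition of at least 50% after viability correction, with every replicate also passing that limit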;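 also: firefly luciferase signal divided by Alamar Blue viability fluorescence both relative to DMSO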
PglD DTNB = PglD (C. jejuni) enzyme inhibition; inhibition, % at 12.5 µM; AID 602405; purified PglD enzyme, DTNB colorimetric CoA detection; actives 0.098% (n = 360,000); in the data active = inhibition above about 16%, passing the limit was not always enough; also: strong numbers were not always called active
PAX8 reporter = PAX8 transcriptional activity inhibition; actives 1.2% (n = 360,000); inhibition, % at 12.6 µM; AID 652154; RMG-I TPO-luciferase reporter, SteadyGlo, 24 h;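 active = mean replicate inhibition at least 60% with every replicate also reaching 60%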;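 also: luciferase light reporting Pax8 driven TPO promoter activity; plate controls were median of neutral control wells for no effect and mitoxantrone controls for full effect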
PGC1a acetyl inh = lowers PGC1a acetylation signal in U2OS cells; AlphaScreen anti-acetyl-lysine; with virally co-expressed GCN5 acetyltransferase; inhibition, % at 15.6 µM; actives 0.17% (n = 350,000);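 active = every replicate shows inhibition of at least 40%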;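 also: 0% = neutral control wells and 100% = positive control wells; some results beyond the cut were filed as inactive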
LGR2 antag = inhibitors of bursicon-induced Drosophila LGR2 receptor cAMP signaling | HEK293 LGR2, CRE-luciferase, bursicon-stimulated, 4 h | inhibition, % at 9.99 µM | actives 0.35% (n = 380,000) | AID 720647;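 active = drop in luminescence signal, shown as inhibition above about 50% in the replicate tests, limit read from the data, passing the limit was not always enough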;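 also: agonist challenge used bursicon conditioned medium at about half maximal strength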
FN deposit inh = fibronectin deposition inhibition | AH1F fibroblasts, Alexa488-fibronectin deposition fluorescence, overnight | inhibition, % at 12.6 µM | actives 0.086% (n = 350,000);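 active = mean inhibition across replicates of 30% or more, regardless of how many single replicates reach that level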;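 also: positive control wells lacked labelled fibronectin entirely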
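Schedule: 1 h cell adhesion before compound, then overnight fibronectin incubation; test system: AH1F fibroblast monolayer depositing Alexa488-labelled fibronectin into matrix; quantity: 10000 AH1F cells per well; probe or stimulus: fluorescent fibronectin at 24 nM final; signal: fluorescence, ex 485 nm, em 525 nm; evaluation: percent inhibition as loss of matrix-bound fibronectin fluorescence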
Numbers without * were called inactive; · = not tested or not shown; & = joins results of further samples.

Key to letters: A = S100A4 MyoIIA; B = ERAP1 HTS inh; C = EWS-Fli inh; D = PglD DTNB; E = PAX8 reporter; F = PGC1a acetyl inh; G = LGR2 antag; H = FN deposit inh
CCCCn1c(SCC(=O)N2CC(=O)Nc3ccccc32)nnc1-c1ccoc1C
  A = · | B = · | C = · | D = -2 | E = 13 | F = 3 | G = · | H = -11
C/C=C\C(=O)Nc1cccc(C2=NOC3(C2)C[C@@H](C(N)=O)N(C(=O)c2ccc(OC)cc2)C3)c1 (stereo partly specified)
  A = 12 | B = 2 | C = -7 | D = · | E = 2 | F = · | G = -3 | H = -2
CC(C)(C)c1ccc(S(=O)(=O)N2CCC(c3nc4ccc(Cl)cc4[nH]3)CC2)cc1
  A = -4 | B = 1 | C = 19 | D = · | E = · | F = 6 | G = -2 | H = ·
CNC[C@@H]1Oc2ncc(C#CC3(O)CCCC3)cc2C(=O)N([C@@H](C)CO)C[C@H]1C
  A = -8 | B = -8 | C = 3 | D = -2 | E = -1 | F = 1 | G = -7 | H = ·
Cn1c(CC(=O)Nc2ccccc2)c(Sc2ccccc2)c2ccccc21
  A = · | B = · | C = · | D = -2 | E = 10 | F = · | G = 11 | H = -5
C[C@@H]1CN([C@@H](C)CO)C(=O)c2cc(NC(=O)Nc3cccc4ccccc34)ccc2O[C@@H](C)CCCCO[C@@H]1CN(C)CC1CCCCC1
  A = 14 | B = -6 | C = 82* | D = 8 | E = 9 | F = -12 | G = -10 | H = ·
C[C@@H]1CN([C@H](C)CO)C(=O)c2cccc(NC(=O)Nc3ccc(C(F)(F)F)cc3)c2O[C@@H]1CN(C)S(=O)(=O)c1ccc(Cl)cc1
  A = -8 | B = -2 | C = -2 | D = 9 | E = · | F = 3 | G = · | H = ·
CC(C)NC(=O)N(C)C[C@@H]1Oc2ccc(NS(C)(=O)=O)cc2CC(=O)N([C@@H](C)CO)C[C@H]1C
  A = 8 | B = 0 | C = -11 | D = -4 | E = -12 | F = -2 | G = 13 | H = ·
CCOC(=O)c1ccc(NC(=O)CCS(=O)(=O)Cc2ccccc2)cc1
  A = -2 | B = 1 | C = · | D = -4 | E = 1 | F = 1 | G = 6 | H = -3
CCN1[C@H](C(=O)NC2Cc3ccccc3C2)[C@@H](CO)[C@@H]2Cn3c(cccc3=O)[C@@H]21
  A = 4 | B = 0 | C = -42 | D = 3 | E = · | F = · | G = -9 | H = ·
O[C@@H]1CN(C2CCN(Cc3ccccc3)CC2)CC[C@H]1N1CCCCCC1
  A = -8 | B = 7 | C = 17 | D = -1 | E = 9 | F = -14 | G = · | H = -3
Cc1noc(C)c1S(=O)(=O)N(C)C[C@@H]1OCCCC[C@@H](C)Oc2ccc(NS(=O)(=O)c3ccccc3)cc2C(=O)N([C@@H](C)CO)C[C@@H]1C
  A = 23 | B = 0 | C = -9 | D = · | E = -11 | F = -14 | G = -13 | H = -8
CN(C)CCCNC(=O)[C@H]1[C@H](CO)[C@H]2Cn3c(ccc(C4=CCCC4)c3=O)[C@H]2N1CCC(F)(F)F
  A = 3 | B = -2 | C = -15 | D = 0 | E = · | F = · | G = -14 | H = ·
Cc1ccc(C(=O)Nc2cccc(C(F)(F)F)c2)cc1NC(=O)c1nccn1C
  A = 3&-1 | B = -1&-1 | C = -29&-24 | D = 1&-3 | E = 3&-6 | F = · | G = 3&-8 | H = 1&2
C[C@@H]1CCCCO[C@H](CN(C)S(=O)(=O)c2ccc(F)cc2)[C@@H](C)CN([C@@H](C)CO)C(=O)c2cc(NS(=O)(=O)c3ccc(F)cc3)ccc2O1
  A = · | B = · | C = 3 | D = 2 | E = 13 | F = -22 | G = 8 | H = 4

(more compounds)
Key to letters: A = S100A4 MyoIIA; B = ERAP1 HTS inh; C = EWS-Fli inh; D = PglD DTNB; E = PAX8 reporter; F = PGC1a acetyl inh; G = LGR2 antag; H = FN deposit inh
Cc1cc(NS(=O)(=O)c2ccc(NC(=O)CN3C(=O)NC(C)(c4ccccc4)C3=O)cc2)nc(C)n1 (stereo unspecified)
  A = -15 | B = 12 | C = -3 | D = 7 | E = -2 | F = · | G = 12 | H = 0
O=C(Nc1ccc(NC(=O)c2cccs2)cc1)c1ccc2ccccc2c1
  A = -2 | B = -2 | C = -17 | D = 3 | E = -68 | F = -15 | G = -6 | H = -21
CC(CCc1ccccc1)NC(=O)c1ccc(NC(=O)c2ccccc2)cc1 (stereo unspecified)
  A = -2 | B = 3 | C = -10 | D = 1 | E = 15 | F = -4 | G = 2 | H = 8
C[C@H](NC(=O)C[C@H]1CC[C@H]2[C@@H](COC[C@@H](O)CN2C(=O)Nc2ccccc2)O1)c1ccccc1
  A = 4 | B = -2 | C = -16 | D = 7 | E = -24 | F = -3 | G = 3 | H = -7
CNc1ccccc1C(C)(C)c1cn(-c2ccc([N+](=O)[O-])cc2)nn1
  A = -10 | B = 2 | C = 1 | D = -4 | E = 5 | F = · | G = 8 | H = -10
NC(=O)N/N=C(/CCCCCC/C(=N\NC(N)=O)c1ccccc1)c1ccccc1
  A = -2 | B = -1 | C = 23 | D = 5 | E = 15 | F = 6 | G = · | H = 3
CCOC(=O)N1CCC(C(=O)NNC(=O)c2ccc(Cl)cc2Cl)CC1
  A = 0 | B = -1 | C = · | D = 1 | E = 3 | F = 8 | G = -11 | H = -3
CCn1c(-c2ccccc2)c(C(=O)CC#N)c2ccccc21
  A = -3 | B = -2 | C = 0 | D = -2 | E = 13 | F = 2 | G = · | H = 8
CCn1c2ccccc2c2cc(NC(=O)N3CCCCC3)ccc21
  A = -10 | B = -5 | C = -145 | D = -8 | E = -231 | F = 5 | G = -90 | H = -4
CCOC(=O)N1CCC(NC(=O)CSCc2nc(-c3ccc(C)cc3)oc2C)CC1
  A = -11 | B = -4 | C = · | D = 0 | E = 25 | F = 4 | G = 6 | H = 3
COc1ccc(/C=C/C(=O)NC(=S)Nc2cc([N+](=O)[O-])ccc2O)cc1OC
  A = -7 | B = 5 | C = 6 | D = · | E = 23 | F = · | G = 8 | H = 7
COc1cccc(C(=O)NCC(=O)N/N=C/c2ccc(OC(=O)c3cccs3)c(OC)c2)c1
  A = -6 | B = -3 | C = -23 | D = 6 | E = -17 | F = · | G = -4 | H = 4
O=C(C[C@H]1CC[C@@H](NC(=O)C2CCOCC2)[C@@H](CO)O1)Nc1ccccc1
  A = 2 | B = 3 | C = 3 | D = · | E = · | F = 2 | G = 3 | H = ·
Cc1ccccc1OCC(=O)N/N=C/c1cn(Cc2ccccc2)c2ccccc12
  A = · | B = · | C = · | D = 1 | E = 18 | F = · | G = 4 | H = 0
O=C(CSc1nncs1)NC1CCCCCCC1
  A = -2 | B = 1 | C = -4 | D = -4 | E = -5 | F = -7 | G = -12 | H = -21

A draw from above in order of length of the SMILES, lowest first.
Key to letters: A = S100A4 MyoIIA; B = ERAP1 HTS inh; C = EWS-Fli inh; D = PglD DTNB; E = PAX8 reporter; F = PGC1a acetyl inh; G = LGR2 antag; H = FN deposit inh
O=C(CSc1nncs1)NC1CCCCCCC1
  A = -2 | B = 1 | C = -4 | D = -4 | E = -5 | F = -7 | G = -12 | H = -21
CCn1c(-c2ccccc2)c(C(=O)CC#N)c2ccccc21
  A = -3 | B = -2 | C = 0 | D = -2 | E = 13 | F = 2 | G = · | H = 8
O=C(Nc1ccc(NC(=O)c2cccs2)cc1)c1ccc2ccccc2c1
  A = -2 | B = -2 | C = -17 | D = 3 | E = -68 | F = -15 | G = -6 | H = -21
CCOC(=O)N1CCC(C(=O)NNC(=O)c2ccc(Cl)cc2Cl)CC1
  A = 0 | B = -1 | C = · | D = 1 | E = 3 | F = 8 | G = -11 | H = -3
COc1ccc(/C=C/C(=O)NC(=S)Nc2cc([N+](=O)[O-])ccc2O)cc1OC
  A = -7 | B = 5 | C = 6 | D = · | E = 23 | F = · | G = 8 | H = 7
O=C(C[C@H]1CC[C@@H](NC(=O)C2CCOCC2)[C@@H](CO)O1)Nc1ccccc1
  A = 2 | B = 3 | C = 3 | D = · | E = · | F = 2 | G = 3 | H = ·
Cc1cc(NS(=O)(=O)c2ccc(NC(=O)CN3C(=O)NC(C)(c4ccccc4)C3=O)cc2)nc(C)n1 (stereo unspecified)
  A = -15 | B = 12 | C = -3 | D = 7 | E = -2 | F = · | G = 12 | H = 0

(cont.)
Key to letters: A = S100A4 MyoIIA; B = ERAP1 HTS inh; C = EWS-Fli inh; D = PglD DTNB; E = PAX8 reporter; F = PGC1a acetyl inh; G = LGR2 antag; H = FN deposit inh
CCCN(C(=O)Cn1c(C(F)(F)F)nc2ccccc21)C1CCS(=O)(=O)C1 (stereo unspecified)
  A = -2 | B = 1 | C = 0 | D = -1 | E = -3 | F = · | G = -26 | H = -3
CCOC(=O)c1c(C)[nH]c(C)c1C(=O)COc1ncnc2ccccc12
  A = -4 | B = -2 | C = 0 | D = 3 | E = 2 | F = -2 | G = 9 | H = -3
C[C@H]1CN([C@@H](C)CO)C(=O)c2cc(-c3cccc(C#N)c3)cnc2O[C@H]1CN(C)C(=O)C1CC1
  A = -9 | B = 5 | C = -7 | D = -1 | E = · | F = 36 | G = 1 | H = ·
Cc1noc(C)c1S(=O)(=O)Nc1ccc2c(c1)C(=O)N([C@@H](C)CO)C[C@H](C)[C@H](CN(C)Cc1ccc(-c3ccccc3)cc1)O2
  A = -26 | B = 1 | C = -7 | D = 1 | E = · | F = 3 | G = 11 | H = ·
OC[C@@H]1CC[C@@H](Cc2ccc(-c3ccccc3)cc2)O1
  A = 1 | B = -7 | C = -91 | D = -4 | E = -187 | F = -4 | G = -38 | H = -3
CC(C)OP(=O)(OC(C)C)C(Nc1ccccc1)c1ccccc1C(F)(F)F (stereo unspecified)
  A = -5 | B = -4 | C = 12 | D = -2 | E = 8 | F = 4 | G = · | H = -15
COc1cc(C2CC(=O)Oc3c(C(CCN4CCCC(C)C4)c4ccc(N(C)C)cc4)c(OC)cc(OC)c32)cc(OC)c1OC (stereo unspecified)
  A = -2 | B = -3 | C = 2 | D = 5 | E = -16 | F = 3 | G = 4 | H = 16
COC(=O)c1ccc(CN2C(=O)[C@]3(OCCC=C[C@H]3C)c3cc(OC)ccc32)cc1
  A = -9 | B = 0 | C = -3 | D = · | E = -16 | F = · | G = -9 | H = 3
COC(=O)N1CCN(CCc2ccccc2)CC1
  A = -1 | B = -2 | C = -1 | D = -1 | E = -19 | F = 0 | G = 11 | H = 1
COc1ccc(CNc2nc(SCc3cc(=O)n4cc(Cl)ccc4n3)nc3ccccc23)cc1
  A = 2 | B = 7 | C = 1 | D = -2 | E = 36 | F = -2 | G = -1 | H = -2
Cc1cccn2c(=O)c3cc(C(=O)NC4CCCC4)n(C)c3nc12
  A = 0 | B = -3 | C = 3 | D = 1 | E = 8 | F = -12 | G = -8 | H = 0
Cc1ccc2nc(-c3cccc(S(=O)(=O)N4CC(C)OC(C)C4)c3)cn2c1 (stereo unspecified)
  A = -1 | B = -6 | C = -24 | D = 0 | E = 0 | F = 7 | G = -6 | H = 9
CCCCc1c(-c2ccccc2OC)ncn1Cc1ccc(OC)cc1
  A = 16 | B = 7 | C = 11 | D = · | E = -3 | F = · | G = -1 | H = -6
O=C(NC1(C(F)(F)F)C(=O)Nc2c1c(=O)[nH]c(=O)n2Cc1ccccc1)c1ccc(Cl)cc1Cl (stereo unspecified)
  A = -3 | B = -3 | C = 6 | D = -1 | E = · | F = -4 | G = · | H = ·
CCc1cc2ccc(C)cc2nc1SCC(=O)Nc1c[nH]c(=O)[nH]c1=O
  A = 1 | B = -1 | C = 14 | D = · | E = 11 | F = · | G = 5 | H = 5
COc1ccc2nc(SCC(=O)Nc3ccccc3OC)[nH]c2c1
  A = -2 | B = -3 | C = -12 | D = · | E = 0 | F = · | G = 10 | H = 1
